Source: PubChem BioAssay
PRMT1 FP inh: inhibitors of human PRMT1; Q99873; recombinant PRMT1, activity-based probe fluorescence polarization; inhibition, % at 2.79 µM; 1.3% of 370,000 active; AID 652257;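 active = inhibition above about 21% made by adding two undisclosed values, limit read from the data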
TCR-CD3 inh: blocks the human TCR-CD3 interaction | TAMRA-labeled TCR probe fluorescence, biochemical | inhibition, % at 9.4 µM | 0.37% of 360,000 active; in the data active = inhibition above about 19%;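 also: recombinant mutant TCR 2C K166C tagged with TAMRA read by polarization; 0% = receptor in buffer alone and 100% = receptor with positive control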
LEDGF integ inh: blocks HIV-1 LEDGF/p75-dependent DNA integration; TR-FRET IN-LEDGF/p75 DNA integration, Eu/Cy5; inhibition, % at 3.7 µM; 0.64% of 370,000 active; AID 743269;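 active = inhibition above the screen-wide mean plus 3 SD, cut at about 13% in these data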;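 also: signal is the Cy5 over europium emission ratio at 671 and 618 nm; 0% = plate median of compound wells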
ABHD4 inh: ABHD4 (mouse) inhibition, primary FP screen | Q8VD66 | purified mABHD4, FP-Rh probe fluorescence polarization | inhibition, % at 8.92 µM | 0.54% of 370,000 active | AID 720543;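 active = inhibition exceeding the mean over every tested compound plus 3 SD, cut at about 30% in these data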;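 also: 0% = plate median of compound wells and 100% = S159A mutant with DMSO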
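Material: mouse ABHD4 enzyme, wild type; Benchmarks: S159A mutant high control, sample median low control; Buffer or medium: HEPES pH 7.0, NaCl, Pluronic buffer; Signal: fluorescence polarization; Read-out: percent inhibition of probe binding, normalized to plate controls; Timing: pre-incubation 45 min, probe exposure 60 min, at 25 °C; Dosing: 8.92 µM, single dose.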
Tn7 DDE FP: DD(E)-Tn7 binding inhibition, primary FP screen; FP displacement of FITC-Tn7 peptide from fibrin DD(E); 0% = median of compound wells per plate; inhibition, % at 8.3 µM; 0.13% of 370,000 active; AID 720508;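 active = inhibition above the mean of compounds falling within the control limits plus 3 SD of them, cut at about 14% in these data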;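 also: 0% = plate median of compound wells and 100% = 10 µM Aha-Tn7 peptide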
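Test system: human clot-derived fibrin DD(E) complex / Quantity: 2 µM final DD(E) protein / Incubation: 10 min plus 3 h, room temperature / Measured by: fluorescence polarization / Benchmarks: high control of 10 µM Aha-Tn7 peptide / Replicates: singlicate testing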
PG9 Ab binder: PG9 antibody binding by small molecule; inhibition, % at 6.7 µM; 0.43% of 360,000 active; TR-FRET gp120-PG9 antibody binding; in the data active = inhibition above about 8.5%
HTRA1 inh: inhibitors of human serine peptidase HTRA1; inhibition, % at 5.96 µM; recombinant HTRA1, FP-rhodamine activity-based probe, fluorescence polarization; 0.5% of 340,000 active; Q92743; in the data active = inhibition above about 36%;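 also: 0% = enzyme with DMSO and 100% = wells lacking enzyme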
TDP2 absorb: blocks human TDP2 phosphodiesterase activity | O95551 | AID 720702 | 0.34% of 370,000 active | inhibition, % at 12.8 µM | recombinant TDP2, T5PNP hydrolysis, p-nitrophenol absorbance 415 nm;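 active = inhibition above the mean of all tested compounds plus 3 SD, set per campaign, cut at about 25% in these data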;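 also: 0% = DMSO with enzyme and 100% = buffer with substrate but no TDP2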
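System: recombinant human TDP2 / Amount: 120 nM TDP2 per well / Also added: 5 mM T5PNP chromogenic substrate / Doses: 12.8 µM single point, 1% DMSO / Incubation: 2 h at 37 °C / Detection: p-Nitrophenol epi absorbance / Evaluation: % inhibition relative to enzyme-containing and enzyme-free wells / Repeats: singlicate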
UHRF1 MBD2 ctr: human UHRF1 methylated DNA binding inhibitors; Q96T88; 0.75% of 370,000 active; inhibition, % at 4.4 µM; UHRF1 binding to methylated oligo, TR-FRET; in the data active = inhibition above about 21%;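 also: UHRF1 SRA domain binding a hemimethylated CpG hairpin DNA probe; 0% = median of test compound wells and 100% = reference inhibitor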
Target sequence (Q96T88 whole entry, looked up, the tested form may be a part): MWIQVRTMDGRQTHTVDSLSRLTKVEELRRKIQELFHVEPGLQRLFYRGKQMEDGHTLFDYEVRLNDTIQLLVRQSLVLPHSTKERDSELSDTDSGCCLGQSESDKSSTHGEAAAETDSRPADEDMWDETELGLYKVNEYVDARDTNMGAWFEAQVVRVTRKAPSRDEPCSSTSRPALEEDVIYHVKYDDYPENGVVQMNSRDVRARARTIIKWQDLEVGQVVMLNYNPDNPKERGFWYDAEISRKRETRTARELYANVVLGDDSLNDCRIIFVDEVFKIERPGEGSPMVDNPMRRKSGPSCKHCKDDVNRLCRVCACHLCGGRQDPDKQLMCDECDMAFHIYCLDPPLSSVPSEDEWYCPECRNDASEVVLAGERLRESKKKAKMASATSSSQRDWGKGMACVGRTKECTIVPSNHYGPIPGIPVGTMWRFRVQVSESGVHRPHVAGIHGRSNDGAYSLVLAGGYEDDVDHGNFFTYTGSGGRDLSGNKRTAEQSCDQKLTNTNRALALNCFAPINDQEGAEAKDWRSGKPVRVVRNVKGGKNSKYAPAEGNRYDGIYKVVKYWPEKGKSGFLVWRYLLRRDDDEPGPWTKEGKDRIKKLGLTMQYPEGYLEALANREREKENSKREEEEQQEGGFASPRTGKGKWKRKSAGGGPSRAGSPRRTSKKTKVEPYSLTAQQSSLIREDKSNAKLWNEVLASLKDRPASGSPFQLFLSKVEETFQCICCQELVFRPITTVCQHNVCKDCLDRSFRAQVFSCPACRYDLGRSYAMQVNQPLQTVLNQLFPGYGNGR
SIAE primary: blocks human sialic acid acetylesterase; Q9HAT2; inhibition, % at 9.66 µM; 0.69% of 370,000 active; SIAE FP-Rh probe binding, fluorescence polarization;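 active = inhibition above a cutoff: mean of compounds within the control limits plus 3 SD of those, cut at about 17% in these data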;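 also: 0% = plate median of compound wells and 100% = probe without SIAE protein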
* marks the source's active call; other numbers are inactive results; . = not tested or not shown.

SMILES	PRMT1 FP inh	TCR-CD3 inh	LEDGF integ inh	ABHD4 inh	Tn7 DDE FP	PG9 Ab binder	HTRA1 inh	TDP2 absorb	UHRF1 MBD2 ctr	SIAE primary
COc1ccc(Cn2c(=O)[nH]c3cc(C(=O)NCCCN4CCCCCC4)ccc3c2=O)cc1	-4.7	-2.6	0.7	-4.2	12.1	-0.6	-38.8	-7.2	-0.5	-16.9
O=C(NCc1ccco1)C1(S(=O)(=O)c2ccc(Cl)cc2)CC1	-1.6	3.2	-1.1	-0.7	7.6	0.1	8.0	0.8	1.1	6.2
COc1ccc([C@H]2CC(=O)C=C(c3ccc(C)cc3)C2)cc1OC	-1.6	4.7	2.5	-3.8	-8.2	-2.0	-16.9	-15.9	-0.8	-5.5
Cc1cc(Nc2ccccc2Br)n2nc(C)nc2n1	9.3	-1.0	-2.5	-5.0	5.0	-1.1	-4.7	0.5	3.7	-1.4
O=C(COc1cccc(F)c1)NNC(=O)Cc1ccc(S(=O)(=O)N2CCOCC2)s1	-0.1	4.6	2.7	-0.8	-2.5	-1.9	0.3	1.6	-2.6	2.8
Cc1nc(C(=O)N(C)C)nn1-c1cc(Cl)cc(Cl)c1	-0.5	1.0	-0.8	6.4	4.3	-0.5	1.3	-4.3	1.2	-0.1
COCCCn1cnc2c(c1=O)c1nc3ccccc3nc1n2-c1ccc(C)cc1	1.0	0.9	0.6	3.9	1.5	0.1	-3.0	0.3	-0.9	-2.3
CC(C)(C)NC(=O)C(c1ccc(O)cc1)N(Cc1ccco1)C(=O)Cn1nnc(-c2cccs2)n1 (centres undefined)	5.1	3.5	2.8	1.8	-9.0	0.8	-15.0	-10.3	1.7	0.5
CCn1c(O)c(N=NC(=O)CNC(=O)c2ccccc2F)c2ccccc21	3.4	5.8	3.9	2.7	6.2	-3.1	0.9	-10.5	-3.8	12.7
O=C1NC[C@H](Cc2ccccc2)N(C[C@@H]2CCCN2C[C@H](Cc2ccccc2)N2C[C@H](Cc3ccccc3)N(CCc3ccccc3)C(=O)C2=O)C1=O	2.6	2.0	-3.8	3.8	0.5	1.9	.	-8.8	0.9	-3.9
COc1ccc(C(=O)OCC(=O)NCCCc2ccccc2)cc1OC	-2.4	-5.2	2.7	-1.9	-3.7	-2.7	4.4	-3.6	1.4	-3.0
CN(C)S(=O)(=O)c1cccc(C(=O)Nc2cc(Cl)cc(Cl)c2)c1	-3.1	-1.6	1.1	-44.1	-5.6	0.7	-46.1	-4.0	18.6	-39.6

Given with two lines to a compound: part of the list above.
Each structure is followed by: PRMT1 FP inh, TCR-CD3 inh, LEDGF integ inh, ABHD4 inh, Tn7 DDE FP, PG9 Ab binder, HTRA1 inh, TDP2 absorb, UHRF1 MBD2 ctr, SIAE primary
> Cc1cc(Nc2ccccc2Br)n2nc(C)nc2n1
    9.3, -1.0, -2.5, -5.0, 5.0, -1.1, -4.7, 0.5, 3.7, -1.4
> COCCCn1cnc2c(c1=O)c1nc3ccccc3nc1n2-c1ccc(C)cc1
    1.0, 0.9, 0.6, 3.9, 1.5, 0.1, -3.0, 0.3, -0.9, -2.3
> COc1ccc(C(=O)OCC(=O)NCCCc2ccccc2)cc1OC
    -2.4, -5.2, 2.7, -1.9, -3.7, -2.7, 4.4, -3.6, 1.4, -3.0
> CCn1c(O)c(N=NC(=O)CNC(=O)c2ccccc2F)c2ccccc21
    3.4, 5.8, 3.9, 2.7, 6.2, -3.1, 0.9, -10.5, -3.8, 12.7

New compounds follow:
SMILES	PRMT1 FP inh	TCR-CD3 inh	LEDGF integ inh	ABHD4 inh	Tn7 DDE FP	PG9 Ab binder	HTRA1 inh	TDP2 absorb	UHRF1 MBD2 ctr	SIAE primary
Cc1cccc(OC2CCN(Cc3nc(CC4CC4)no3)CC2)c1	2.4	4.1	0.3	-2.2	-0.1	0.8	0.5	-14.3	-0.6	4.0
CCSc1nnc(-c2cc(Br)ccc2N)c(=O)[nH]1	-1.2	-0.7	1.0	5.6	6.3	1.9	1.6	15.3	-13.2	-4.2
O=C(C1CCCCC1)N1C[C@@H](O)[C@H](n2cc(-c3ccc(F)cc3)nn2)C[C@@H]1c1ccccc1	3.8	-3.8	-6.8	-4.3	-1.0	-2.4	-12.9	-1.1	2.4	3.4
Nc1nccc(/C=C/c2c(Cl)cccc2Cl)n1	-0.3	-11.3	0.2	2.4	-6.7	1.6	-0.8	4.5	-2.0	0.6
COCCCNC(NC(=O)c1ccc(Cl)cc1)C(Cl)(Cl)Cl (centres undefined)	-1.3	-7.0	-4.3	-2.7	6.8	1.8	-7.5	-0.5	0.6	3.2
Cc1cc(N/C(=N\S(=O)(=O)c2ccc(F)cc2F)c2ccccc2)no1	2.4	-5.0	2.2	2.4	3.2	-0.5	2.3	-3.9	3.2	1.6
CCOc1ccc(OCCC(=O)OCC(=O)N2CCN(S(=O)(=O)c3ccc(C)cc3)CC2)cc1	1.1	-0.6	0.3	3.7	-1.4	-0.8	5.7	11.8	3.0	4.7
CC(C)c1cccc(OCCCCN(C)C)c1	0.8	1.2	-2.5	12.6	2.0	0.1	5.3	-8.8	2.8	-5.6
CCN1CCN(c2ccc(S(=O)(=O)N3CCCCC3)cc2NC(=O)c2cccc(C)c2)CC1	-2.6	-5.8	2.3	-0.9	-4.1	-1.6	-2.5	-17.8	1.4	-1.1
COc1ccc(CNc2ncc(-c3ccc(Cl)cc3)n2C)c(OC)c1OC	-2.1	4.4	3.5	3.8	2.2	0.7	-0.8	8.6	-3.4	6.8
CCN1CCN(c2ccc(S(=O)(=O)N3CCCCC3)cc2NC(=O)/C=C/c2ccc(OC)c(OC)c2)CC1	-1.4	-10.0	2.0	3.0	-7.7	-1.0	-8.1	-2.5	-0.4	-6.9
CC1CCCN(C(=O)Nc2ccc(Br)cc2Cl)C1 (centres undefined)	-3.1	3.4	2.7	1.0	-5.2	0.3	-3.3	2.2	0.8	1.5
CCCCCn1c(N2CCC(C(N)=O)CC2)nc2c1c(=O)[nH]c(=O)n2C	-0.8	7.2	-3.0	-1.0	0.7	-1.8	-1.9	4.3	1.3	4.8
O=C(/C=C/c1ccc(S(=O)(=O)N2CCOCC2)cc1)NCc1ccccc1	1.6	0.2	0.5	4.4	-1.2	-1.7	1.4	-6.6	1.7	-1.1
O=C1CCCC2=C1C(Cc1ccccc1)C1=C(CCCC1=O)O2	-2.3	5.0	-3.0	-1.8	4.9	-0.6	1.1	5.7	-2.9	-4.9
Cc1ccc(C2CC(=O)N3CN(Cc4ccco4)CSC3=C2C#N)cc1 (centres undefined)	39.2*	-0.8	2.1	10.5	-2.8	1.8	-2.7	6.0	-3.3	0.8
N#C/C(=C/c1ccc(F)cc1)c1nc(CCN2C(=O)c3ccccc3C2=O)cs1	1.4	3.5	1.6	0.8	1.2	-1.4	4.7	-7.5	2.5	-5.3
O=[N+]([O-])c1cccc(C(=S)N2CCN(c3ccccc3)CC2)c1	35.5*	8.7	2.2	16.3	0.8	-3.8	-3.4	-8.3	-3.0	16.3
CCOC(=O)C1Sc2[nH]c(=O)sc2C(c2ccc(Cl)cc2)C1C(=O)OCC (centres undefined)	9.7	0.4	0.1	2.7	7.2	0.7	0.6	-3.2	-1.3	24.7*
COCCNC(=O)C1C(=O)Nc2ccccc2C(=O)N1Cc1ccccc1 (centres undefined)	1.9	1.1	2.4	0.0	6.6	0.4	.	9.5	-0.4	-7.0
CCCCC(CC)CNC(=O)CCS(=O)(=O)c1cccc2nonc12 (centres undefined)	-3.2	-2.0	-2.6	-2.4	-3.8	-2.0	2.4	-5.3	-1.9	4.9
C=CCOc1ccc(/C=N/NC(=O)C(=O)N2CCCCCC2)cc1OC	-2.0	5.8	-0.6	0.1	1.9	-0.6	6.2	2.9	-0.1	-3.7
COc1ccccc1P(=O)(c1ccccc1)c1ccc([N+](=O)[O-])cc1 (centres undefined)	-6.7	3.2	5.2	-4.6	2.1	-1.3	-0.7	6.5	-3.2	6.1
CC(=O)Nc1ccc(OCC(O)CN2C(C)CCCC2C)cc1 (centres undefined)	2.8	-7.0	-3.1	-0.9	4.2	1.1	3.8	-3.1	7.0	5.7
Cc1cc(C)cc(C(=O)NC(CC(N)=O)c2ccc(NC3CCCCCCC3)c([N+](=O)[O-])c2)c1 (centres undefined)	1.7	-2.3	-2.1	-3.1	1.5	0.0	-1.5	3.2	0.4	-1.4
O=C(CCn1c(=O)c2ccccc2n(CC(=O)N2CCN(c3ccccc3)CC2)c1=O)NCc1ccco1	2.3	-0.5	-2.3	3.7	9.8	-0.5	1.6	1.3	3.0	-1.7
COC(=O)C1(C)Nc2ccccc2C(=O)N1c1ccccc1OC (centres undefined)	4.1	-8.2	-3.9	0.6	-1.8	-1.3	0.8	0.5	0.0	2.8
COc1cccc(C(=O)OCC(=O)c2ccc(Br)s2)c1OC	0.4	5.2	-3.5	-7.2	-3.1	1.6	-6.6	1.3	-1.2	-2.6
Cc1ccc(OCCCC(=O)Nc2ccc(S(=O)(=O)Nc3cc(C)nc(C)n3)cc2)cc1	6.4	-10.9	-1.6	-9.7	7.7	3.6	-6.0	0.6	2.6	-8.8
Cc1cc(NC(=O)CCC(=O)N(CC(=O)NCC2CCCO2)c2ccc(Cl)c(Cl)c2)no1 (centres undefined)	-2.1	5.6	3.9	-0.8	2.1	0.0	1.9	5.6	0.5	3.4
CCCc1nnc(SCC(=O)Nc2nc(C)cs2)n1CCOC	0.6	8.6	0.5	7.7	-3.1	-0.4	4.9	5.9	2.5	-1.1
CC(C)c1ccc(CNCCCSc2ncccn2)cc1	9.3	-3.0	-7.5	7.0	-2.8	1.8	9.4	-10.3	2.1	-2.8
COc1ccc(-c2[nH]ncc2CN(CCO)CC23CC4CC(CC(C4)C2)C3)c(OC)c1	-7.5	1.7	5.6	-8.4	-2.5	0.6	3.7	-15.0	-1.3	2.6
CSc1nnc(C)c(=O)n1COC(=O)c1ccc(S(=O)(=O)N2CCCC2)cc1	4.3	10.1	4.2	0.2	3.4	-0.8	-1.0	1.9	18.1	-0.9
COCCNC(=O)C1(C)CCCN(Cc2ccc3ccccc3c2Br)C1 (centres undefined)	-4.1	1.3	5.0	3.0	3.0	1.4	.	3.1	-1.9	-2.4
C=CCNC(=O)c1onc(CSc2ccc(OC)cc2)c1C(=O)O	-1.5	6.0	3.2	2.9	0.7	-1.0	5.2	1.4	1.5	21.8*
CCOC(=O)N1CCC(NC(=O)CS(=O)Cc2nc(-c3ccc(OC)c(OC)c3)oc2C)CC1 (centres undefined)	7.6	-3.4	2.6	-8.1	2.6	-1.1	7.8	-9.2	13.9	-7.5
COC(=O)c1ccc(NC(=S)N2CCN(Cc3cccc(C)c3)CC2)cc1	4.2	2.9	3.8	-0.3	2.8	3.2	-11.3	-7.2	3.5	-2.2
CC(=O)Nc1ccc(S(=O)(=O)c2cc(O)ccc2O)cc1	4.2	8.0	-3.3	3.7	-0.8	-1.8	-6.1	-3.8	0.0	0.6
